# IL1B secr inh – blocks inflammasome-driven IL-1 beta release | 360,000 compounds, 4.7% hits | activity change, % at 57.5 µM | THP-1 LPS/ATP IL-1B secretion, AlphaLISA, 16 h; active compounds read low; in the data active = activity change below about -50%; inconclusive = mostly about -30% to -49%; also: % is scaled to controls: 0 for no effect and ±100 for the full control effect
#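 THP-1 cells pretreated 1 hr with compounds (up to 57.5 uM final), then stimulated with LPS (250 ng/mL final) plus ATP (1.25 mM final); secreted IL-1B measured by AlphaLISA after 16 hr, decreased signal indicating inhibition.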
# KB-V1 MDR tox – kills drug-selected multidrug resistant KB-V1 cells; KB-V1 MDR cells viability, CellTiter-Glo, 72 h; Potency, µM (top dose mostly 46.1 µM), for the others: top-dose activity change, negative = cytotoxicity, actives largely listed as cytotoxic; 400,000 compounds, 3.4% hits; AID 1347076; also: potency is read from the fitted curve at half-maximal effect; % is scaled to controls: 0 for no effect and ±100 for the full control effect; nearly all actives have a fitted effect of over 60% in size
#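 Compound-treated KB-V1 multidrug-resistant cells, 72 h, 37 degrees C; viability by CellTiter-Glo. Fitted qHTS curves give the values.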
# DRD3 agonist – D3 dopamine receptor (human) agonism | P35462 | D3R DiscoveRx beta-arrestin cells, luminescence, 90 min | max activation, % | 410,000 compounds, 0.58% hits | AID 652048; in the data active = max activation above about 30%; also: 0% is about no effect; mostly tested at two doses, the higher about 12 µM
# Target sequence (P35462 whole entry, looked up): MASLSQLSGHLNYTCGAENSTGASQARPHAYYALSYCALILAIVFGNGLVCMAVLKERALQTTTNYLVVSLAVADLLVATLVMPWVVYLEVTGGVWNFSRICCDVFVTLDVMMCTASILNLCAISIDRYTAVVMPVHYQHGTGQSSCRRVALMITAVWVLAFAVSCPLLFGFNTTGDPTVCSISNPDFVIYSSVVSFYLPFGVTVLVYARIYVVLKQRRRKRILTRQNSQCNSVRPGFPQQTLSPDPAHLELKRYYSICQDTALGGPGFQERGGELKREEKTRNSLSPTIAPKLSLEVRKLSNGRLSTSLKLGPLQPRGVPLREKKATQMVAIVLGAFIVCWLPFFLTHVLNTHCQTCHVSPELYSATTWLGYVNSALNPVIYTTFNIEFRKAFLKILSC
#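 Agonist-mode cell screen: cells plated at 1500/well and incubated overnight at 37 °C, then exposed to library compounds for 90 min at 37 °C. Detection reagent was added for 30–60 min at room temperature, and luminescence was read.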
# KB-3-1 tox – kills parental KB-3-1 adenocarcinoma cells; AID 1347075; 400,000 compounds, 1.4% hits; KB-3-1 viability, CellTiter-Glo ATP luminescence, 72 h; Potency, µM (titrated, usually from 46.1 µM), inactives show at the highest dose activity change, negative = cytotoxic, actives largely listed as cytotoxic; also: potency is read from the fitted curve at half-maximal effect; % is scaled to controls: 0 for no effect and ±100 for the full control effect; nearly all actives have a fitted effect of over 60% in size
#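 Parental KB-3-1 adenocarcinoma cells in phenol-red-free DMEM with 10% FBS were pin-treated with compounds at several concentrations, incubated 72 h at 37 °C, and viability read by CellTiter-Glo luminescence; concentration-effect curves were fitted after normalization.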
# GLP1R ag – agonists of human GLP-1 receptor | HEK293 GLP-1R CRE-luciferase, luminescence, 4-6 h; cells express a hypersensitive GLP-1R form | P43220 | 380,000 compounds, 0.007% hits | Potency, µM (titrated, usually from 45.6 µM), for the others: at the highest dose activation, most hits filed as activators; also: potency is read from the fitted curve at half-maximal effect; % of control where 0% means no effect
# Target sequence (P43220 whole entry, looked up): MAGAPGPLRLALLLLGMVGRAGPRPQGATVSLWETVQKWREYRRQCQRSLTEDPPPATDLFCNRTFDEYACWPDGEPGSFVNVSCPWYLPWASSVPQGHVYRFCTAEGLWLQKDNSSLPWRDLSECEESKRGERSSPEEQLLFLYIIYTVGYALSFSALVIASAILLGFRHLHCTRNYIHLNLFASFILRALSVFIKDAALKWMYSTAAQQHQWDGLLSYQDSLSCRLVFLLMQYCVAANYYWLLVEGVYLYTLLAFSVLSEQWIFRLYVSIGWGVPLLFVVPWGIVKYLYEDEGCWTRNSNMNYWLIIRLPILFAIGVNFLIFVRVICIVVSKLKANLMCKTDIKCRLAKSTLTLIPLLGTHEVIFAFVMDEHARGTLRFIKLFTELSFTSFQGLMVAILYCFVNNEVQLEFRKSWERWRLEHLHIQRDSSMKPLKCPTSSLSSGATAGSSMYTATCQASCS
# SW480 rereplic – DNA re-replication induction in SW480 cells; Potency, µM (highest dose often 46.1 µM), for the others: at the top dose re-replication activation, hits mostly activators; 340,000 compounds, 1.8% hits; AID 624297; SW480 DNA re-replication, Hoechst DNA content imaging, 48 h; also: potency is read from the fitted curve at half-maximal effect; % of control where 0% means no effect; nearly all actives have a fitted effect of over 55% in size
#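 250 cells/well; 23 nL cpd via pin tool; 48 hr, 37 C, 5% CO2; Hoechst 40 min; imager read of total nuclear intensity, ex 405/em 500-530 nm.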
# HT1080-NT tox – kills 2HG-producing HT-1080-NT fibrosarcoma cells; HT-1080-NT fibrosarcoma viability, CellTiter-Glo ATP luminescence, 48 h; Potency, µM (top dose mostly 46.1 µM), for inactives: top-dose activity, negative = less viability, hits mostly cytotoxic; AID 686970; 360,000 compounds, 1.6% hits;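 also: NT is the 2HG producing partner of a matched IDH1 knockdown line; potency is read from the fitted curve at half-maximal effect; 0% = DMSO-treated cells and -100% = media-only wells without cells; nearly all actives have a fitted effect of over 55% in size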
#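 HT-1080-NT fibrosarcoma cells (2HG-overproducing), 750 cells/well in RPMI with 5% FBS, dosed after 2 h and incubated 48 h at 37C. CellTiter-Glo luminescence normalized to DMSO and no-cell wells; concentration-response curves fitted and classed.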
# D3 antag – blocks the human D3 dopamine receptor; P35462; D3R cells, DiscoveRx beta-arrestin luminescence, antagonist mode; active compounds read low; max response, negative = inhibition, %; 360,000 compounds, 2.5% hits; AID 652054; in the data active = max response below about -50%; inconclusive = no clear call, values can overlap the other calls; also: % is scaled to controls: 0 for no effect and ±100 for the full control effect; mostly tested at two doses, the higher about 12 µM
#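 Cells plated overnight at 1500 cells/well, then exposed to library compounds with dopamine controls for 90 minutes at 37 degrees C. DiscoveRx reagent added for 30–60 minutes at room temperature; luminescence read, quantitative HTS format.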
# HT1080 IDH1KD tx – HT-1080 IDH1 knockdown cell toxicity (counter line); Potency, µM (series often up to 46.1 µM), for inactives: at the top dose activity, negative = toxicity, hits mostly cytotoxic; AID 686971; 360,000 compounds, 2% hits; HT-1080 IDH1 knockdown viability, ATP luminescence, 48 h;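 also: potency is read from the fitted curve at half-maximal effect; 0% = DMSO wells and -100% = cell-free medium wells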
#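 % activity derives from luminescence (CellTiter-Glo), normalised to DMSO and no-cell wells. HT-1080-IDH1KD cells, 750/well, had 48 h compound exposure at 37 °C.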
# * hit, by the source's call; ? = inconclusive; . = not tested or not shown; & = joins results of further samples; [ ] = another dose, or the depositor's remark. Unless noted, calls follow the shape of the dose curve; as a rule, active = well fitted curve in the direction sought with a large enough effect; inconclusive = small, poorly fitted or top-dose-only effect, or another doubt; inactive = no such curve, though single readings can be large; an effect the other way counts as inactive or inconclusive.
SMILES,IL1B secr inh,KB-V1 MDR tox,DRD3 agonist,KB-3-1 tox,GLP1R ag,SW480 rereplic,HT1080-NT tox,D3 antag,HT1080 IDH1KD tx
COCCSc1ccccc1C(=O)N1CCN(Cc2ccccc2)CC1,?,?,-6,-19%,-2%,0%,-4%,24,3%
COc1ccc(CCN(Cc2ccccn2)C(=S)Nc2ccc(C)cc2)cc1OC,19,23µM*,-14,?,17%,-1%,-5%,7,-12%
COc1ccc(NC(=O)CC2SC(=NCC3CCCO3)NC2=O)c([N+](=O)[O-])c1 (stereo not given),7,6%,3,0%,3%,-77%,-3%,14,3%
CC1(C)CC(NC(=O)C23CCC(C)(C(=O)C2)C3(C)C)CC(C)(C)N1 (stereo not given),-7,3%,3,-4%,3%,0%,12%,-28,9%
COc1cccc(-c2cc(C(=O)O)no2)c1,22,1%,-12,-4%,-2%,25%,-4%,-17,-10%[9.24 µM]
CC(c1n[nH]c(=S)n1Cc1ccccc1)N(C)C (stereo not given),8,4%,4,3%,-9%,-4%,?,-8,11%
CCOC(=O)C1CCCN(C(=O)c2ccc(CNS(=O)(=O)c3ccc(C)cc3)cc2)C1 (stereo not given),1,18%,-2,-3%,14%,-12%,16%,-2,3%
Cc1nc2sccn2c(=O)c1S(=O)(=O)NCc1ccccc1Cl,2,-6%,-1,9%,-4%,-8%,-4%,-15,0%
COc1ccc(-n2c(SC)nnc2-c2c[nH]c3ccccc23)cc1,-27,-17%,-8,-13%,-3%,2%,-2%,0,-27%
COc1cc(NC(=S)NNC(=O)C(C)(C)O)cc(OC)c1,14,9%,0,2%,21%,-14%,8%,-13,12%
O=C(COC(=O)/C=C/c1ccc(Cl)cc1)Nc1ccccc1-c1ccccc1,-14,0%,5,1%,1%,-3%,-2%,4,10%
CC(C(=O)NC1CCCC1)N(C(=O)CS(=O)CC(=O)Nc1ccc(F)cc1)c1ccc2c(c1)OCCO2 (stereo not given),18,2%,12,5%,-7%,-2%,5%,1,0%
N#Cc1c(NC(=O)Cn2cnc3ccccc3c2=O)oc(-c2ccccc2)c1-c1ccccc1,14,-7%,5,11%,-24%,-9%,-1%,-61*,-4%[9.24 µM]
CCOc1cc(N2CCOCC2)c(OCC)cc1NC(=O)CN1CCN(Cc2ccc3c(c2)OCO3)CC1,14,-8%,2,4%,15%,-10%,0%,-2,3%
CC(c1ccccc1)N(C)CC(=O)NC(=O)NCCC1=CCCCC1 (stereo not given),16,-6%,0,-9%,11%,6%,5%,1,6%
CCOC(=O)C1(C)CCCN(C(=O)c2ccc(F)c(Cl)c2)C1 (stereo not given),7,1%,-10,0%,-1%,.,-3%,104,1%
CC1(C)SC(=S)N(c2ccccc2)C1/[N+]([O-])=C/c1cccc([N+](=O)[O-])c1 (stereo not given),.,?,-10,0%,2%,83%,22%,-20,14%
Cc1ccc(Cl)cc1N1CCN(S(=O)(=O)c2ccc3c(c2)CCN3C(=O)C2CCC2)CC1,.,0%,7,-2%,-2%,.,.,.,.
Cc1cc(OCCN2CCN(S(=O)(=O)c3ccccc3F)CC2)ccc1C(C)C,0,-8%,-16,?,-5%,-10%,-17%,0,-15%
COc1ccc(C(=O)Nn2c(SCC(=O)c3ccc(Cl)cc3)nc3ccccc3c2=O)cc1,?,5.8µM*,-4,1%,-12%,-4%,?,-19,?
CC1CCCCN1CC(=O)Nc1ccccc1Sc1ccccc1 (stereo not given),0,?,1,-4%,1%,.,-22%,8,-10%
Cc1ccc(NC(=O)C[n+]2ccn(C3=C([O-])c4ccccc4C3=O)c2)cc1,-3,13%,-8,15%,0%,0%,-9%,0,-15%
COc1ccc(/C=C(/NC(=O)c2ccccc2)C(=O)N2CCCCC2)cc1,-7,-2%,-2,-21%,-3%,-20%,-1%,-23,-6%
CCOP(=O)(OCC)/C(C#N)=C/c1ccc(-c2ccc(F)cc2F)o1,?,-5%,2,0%,-6%,6%,-19%,27,-12%
COc1nccc(C(F)(F)F)c1C(=O)NC(=O)Nc1c(C)cccc1C,-4,2%,14,15%,1%,-4%,-4%,9,-3%
CCCn1c(N)c(C(=O)CSc2nnc(C3CC3)n2Cc2ccccc2)c(=O)[nH]c1=O,-6,-9%,4,8%,8%,-7%,2%,0,2%[9.24 µM]
Cc1ccc(C(=O)Nc2nc3nc(-c4ccccc4)cc(=O)n3[nH]2)cc1,7,?,-4&5,10%&19%,-18%,-1%[9.22 µM],-11%,9,-8%
Cc1ccc(S(=O)(=O)N[C@@H](CC(C)C)C(=O)N2CCC(C(=O)N[C@@H](Cc3ccccc3)C(=O)O)CC2)cc1,-18,-20%,1,0%,-3%,?,-6%,-13,-3%
COc1cc(C2SCC(=O)N2c2nnc(C34CC5CC(CC(C5)C3)C4)s2)cc(OC)c1OC (stereo not given),-55*,?,-10,3%,-7%,-3%,2%,-4,4%
NC(=O)c1nsc(C(=O)N(c2cccc(F)c2)C(C(=O)NCC2CCCO2)c2c[nH]c3ccccc23)c1N (stereo not given),-68*,?,3,-5%,9%,?,?,-2,-2%
CCCSc1nc2c(cnn2-c2ccc(F)cc2)c(=O)[nH]1,-7,3%,5,10%,9%,-4%,5%,-19,2%
COc1ccc(NC(=O)CC2C(=O)NCCN2C(=O)c2ccccc2)cc1 (stereo not given),36,0%,19,-3%,12%,3%,18%,-4,28%
COc1ccc2c(c1)C(C)CC(C)(C)N2C(=O)NC1CCCCC1 (stereo not given),6,0%,-6,2%,3%,2%,23%,-1,-7%
O=C(Nc1nccs1)c1ccc(Cl)nc1,0,17%,9,-5%,3%,5%,6%,4,14%
CSc1ccccc1C(=O)NC1CC2CCC1C2 (stereo not given),9,18%,3,-2%,5%,-8%,15%,?,12%
O=C(Cc1ccc([N+](=O)[O-])cc1)N1CCN=C1SCc1ccccc1,8,-10%,2,13%,-5%,-2%,-5%,3,-30%
COc1cc(/C=N/N2CCN(c3ccccc3)CC2)cc(OC)c1OC(C)=O,0,-16%,3,-9%,2%,9%,-7%,-21,-15%
CCC(C)c1ccc(NC(=O)CC(C)=O)cc1 (stereo not given),0,-19%,1,?,-6%,-16%,-1%,8,6%
COc1ccc2nc(-n3c(O)c(C4=c5ccccc5=NC4=O)[nH]c3=S)sc2c1,-6,-19%,-29,0%,6%,0%,-23%,-15,-24%
COc1cc(/C=N/NC(=O)c2nc(-c3ccccc3)n(-c3ccccc3)n2)ccc1O,-3,-18%,-5,10%,-7%,-12%,-4%,6,7%
CCCOc1ccc(C(=O)CCNc2ccc(C)c(Cl)c2)cc1,-12,6%,-12,1%,-5%,-1%,-1%,-84*,9%
CC(=O)Oc1ccc2c(c1)C(=O)CCCCCC(=O)O2,0,-5%,0,?,6%,.,-4%,-70*,-6%
Cc1ccc(C(=O)N(CN2CCCC2=O)c2ccccc2)cc1,28,-23%,3,32%,-1%,1%,0%,20,-8%
O=C(Cc1cccc(NC(=O)C2CCN(C(=O)C3CC3)CC2)c1)Nc1cccc(C(=O)N2CCCCC2)c1,0,-2%,-1,7%,-4%,?,-1%,-18,8%
CCCCSCCCNC(=O)CN1C(=O)COc2ccc(S(=O)(=O)N3CCCC3)cc21,.,-18%,3,0%,0%,.,.,.,.
COc1cccc(CNC(=O)CCC2CCCN(C(=O)c3cc4ccccc4o3)C2)c1 (stereo not given),-90*,-25%,-7,-28%,-9%,?,-3%,-6,-7%
COc1ccc2c(c1OC)C(=O)N1c3ccccc3C(=O)N(c3ccccc3)C21 (stereo not given),-12,-3%,9,-8%,-15%,-4%[9.22 µM],-9%,30,1%

# Full records, quoted from the list.
# Entry for CCCCSCCCNC(=O)CN1C(=O)COc2ccc(S(=O)(=O)N3CCCC3)cc21 → IL1B secr inh: .; KB-V1 MDR tox: -18%; DRD3 agonist: 3; KB-3-1 tox: 0%; GLP1R ag: 0%; SW480 rereplic: .; HT1080-NT tox: .; D3 antag: .; HT1080 IDH1KD tx: .
# Entry for CCC(C)c1ccc(NC(=O)CC(C)=O)cc1 (stereo not given) → IL1B secr inh: 0; KB-V1 MDR tox: -19%; DRD3 agonist: 1; KB-3-1 tox: ?; GLP1R ag: -6%; SW480 rereplic: -16%; HT1080-NT tox: -1%; D3 antag: 8; HT1080 IDH1KD tx: 6%

# Entries shown so far that have fluorine (7):
SMILES,IL1B secr inh,KB-V1 MDR tox,DRD3 agonist,KB-3-1 tox,GLP1R ag,SW480 rereplic,HT1080-NT tox,D3 antag,HT1080 IDH1KD tx
CC(C(=O)NC1CCCC1)N(C(=O)CS(=O)CC(=O)Nc1ccc(F)cc1)c1ccc2c(c1)OCCO2 (stereo not given),18,2%,12,5%,-7%,-2%,5%,1,0%
CCOC(=O)C1(C)CCCN(C(=O)c2ccc(F)c(Cl)c2)C1 (stereo not given),7,1%,-10,0%,-1%,.,-3%,104,1%
Cc1cc(OCCN2CCN(S(=O)(=O)c3ccccc3F)CC2)ccc1C(C)C,0,-8%,-16,?,-5%,-10%,-17%,0,-15%
CCOP(=O)(OCC)/C(C#N)=C/c1ccc(-c2ccc(F)cc2F)o1,?,-5%,2,0%,-6%,6%,-19%,27,-12%
COc1nccc(C(F)(F)F)c1C(=O)NC(=O)Nc1c(C)cccc1C,-4,2%,14,15%,1%,-4%,-4%,9,-3%
NC(=O)c1nsc(C(=O)N(c2cccc(F)c2)C(C(=O)NCC2CCCO2)c2c[nH]c3ccccc23)c1N (stereo not given),-68*,?,3,-5%,9%,?,?,-2,-2%
CCCSc1nc2c(cnn2-c2ccc(F)cc2)c(=O)[nH]1,-7,3%,5,10%,9%,-4%,5%,-19,2%
